AT treatment = candidate therapy for ataxia-telangiectasia | AID 485349 | actives 0.19% (n = 320,000) | Potency, µM (titrated, usually from 57.5 µM), for the others: top-dose activation, hits mostly activators | […] A-T fibroblasts, KAP-1 phosphorylation AlphaLISA; neocarzinostatin DNA damage 30 min before lysis; note: potency is the fitted concentration of half-maximal effect; % of control where 0% means no effect; nearly all actives have a fitted effect of over 45% in size
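ATM-like activity read as KAP-1 phosphorylation via AlphaLISA donor/acceptor antibody pairs after lysis and 6 hr at 25C. Cells were ATM-null patient fibroblasts ([…], hTERT), dosed 60 min, then exposed to the DSB inducer NCS for 30 min.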
hERG WT inh = KCNH2 (human, wildtype) channel inhibition | Q12809 | U2OS, BacMam KCNH2, thallium flux FluxOr; active compounds read low | activity change, % at 1.84 µM | actives 0.37% (n = 340,000) | AID 720551;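 active = maximum activity change below -70%; inconclusive = maximum activity change between -70% and -50%; inactive = maximum activity change above -50%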; note: % is set by controls: 0 for no effect and ±100 for the full control effect
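U2OS cells transduced with wild-type KCNH2 virus are loaded with FluxOr dye for 45 min, and thallium flux is measured in kinetic reads before and after stimulation buffer. Rate constants are normalized to DMSO controls.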
TRPV1 ag = agonists of human vanilloid receptor 1 (TRPV1). Q8NER1. TRPV1-expressing cells, Fluo-8 calcium influx, agonist mode. activation, % at 8.33 µM. actives 0.19% (n = 320,000); in the data active = activation above about 80%; inconclusive = between about 30% and that limit; note: 0% is about no effect
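TRPV1-expressing cells were cultured overnight at 35.5C and loaded with Fluo-8 calcium dye for 40 to 90 min at room temperature. After a 10 s baseline, compound was added and calcium influx was read kinetically for 3 min (ex 480/em 520 nm).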
TSHR antag = blocks TSH signaling through the human TSH receptor; activity change, negative = inhibition, % at 11.5 µM; TSHR-expressing cells, TSH-stimulated cAMP HTRF, 2 h; active compounds read low; actives 0.2% (n = 330,000);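 active = activity change below a set negative limit, meaning inhibition stronger than a set level, cut at about -70% in these data; inconclusive = activity change between two set negative limits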; note: % is set by controls: 0 for no effect and ±100 for the full control effect
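Freshly harvested TSHR cells receive pin-tooled compound, then EC80 TSH at 4nM final. After 2 hours at 37 deg C, antibody in lysis buffer and cAMP-d2 are added; 30 minutes at ambient temperature precede the HTRF read.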
TCR act = activators of T cell receptors; primary human leukocytes, anti-CD3, IL-2 HTRF, 48 h; Potency, µM (top dose mostly 9.22 µM), without a hit: at the top dose activation of IL-2 secretion, actives largely listed as activators; 330,000 tested, under 10 active; note: % of control where 0% means no effect
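Using a-CD3 beads without co-stimulation, primary human leukocytes were exposed to compounds for 48 hr. An HTRF IL-2 kit measured the cytokine, with europium-to-d2 energy transfer producing emission at 665nm upon 320nm excitation.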
ELG1 DNA repair = ELG1-dependent DNA repair inhibition; Potency, µM (titrated, usually from 46.1 µM), for the others: top-dose activity change, negative = inhibition, hits mostly inhibitors; AID 504467; HEK293T ELG1-luciferase reporter, luminescence, 16 h; DNA damage induced by 5-fluorouridine; actives 2.3% (n = 330,000); note: potency is the fitted concentration of half-maximal effect; % is set by controls: 0 for no effect and ±100 for the full control effect; nearly all actives have a fitted effect of over 55% in size
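Luminescence from the luciferase reporter, measured 30 min after ONE-Glo reagent at room temperature, was the read-out. Beforehand, 2,000 cells per well were exposed for 16 hr at 37 °C to 5-fluorouridine together with compound or vehicle.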
KCNH2 3.1 inh = inhibitors of human KCNH2 3.1 potassium channel isoform; actives 0.95% (n = 340,000); AID 720553; U2OS KCNH2 3.1, thallium flux FluxOr; active compounds read low; activity change, % (tested at about 1.8 µM);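 active = maximum activity change below -70%; inconclusive = maximum activity change from -70% to -50%; inactive = maximum activity change above -50%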;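 note: thallium influx rate constant from kinetic fluorescence after stimulation buffer; % is set by controls: 0 for no effect and ±100 for the full control effect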
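U2OS cells transduced with KCNH2 3.1 mutant virus (1.77 x 10^8 /mL, 4 h), plated overnight at 37 C, loaded 45 min with FluxOr dye plus Red40 quencher. Thallium flux rate constant from kinetic reads after stimulation buffer, normalised to controls.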
USP2a inh = USP2a (human) protease inhibition; O75604; USP2 core, Ub-CHOP2 coupled fluorogenic reporter, 485/531; Potency, µM (titrated, usually from 38.3 µM), for the others: top-dose activity change, negative = inhibition, hits mostly inhibitors; actives 0.01% (n = 330,000); AID 463254;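 note: potency is the fitted concentration of half-maximal effect; plate controls were DMSO wells for no effect and full inhibition by NEM control for full effect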
Target sequence (O75604 whole entry, looked up): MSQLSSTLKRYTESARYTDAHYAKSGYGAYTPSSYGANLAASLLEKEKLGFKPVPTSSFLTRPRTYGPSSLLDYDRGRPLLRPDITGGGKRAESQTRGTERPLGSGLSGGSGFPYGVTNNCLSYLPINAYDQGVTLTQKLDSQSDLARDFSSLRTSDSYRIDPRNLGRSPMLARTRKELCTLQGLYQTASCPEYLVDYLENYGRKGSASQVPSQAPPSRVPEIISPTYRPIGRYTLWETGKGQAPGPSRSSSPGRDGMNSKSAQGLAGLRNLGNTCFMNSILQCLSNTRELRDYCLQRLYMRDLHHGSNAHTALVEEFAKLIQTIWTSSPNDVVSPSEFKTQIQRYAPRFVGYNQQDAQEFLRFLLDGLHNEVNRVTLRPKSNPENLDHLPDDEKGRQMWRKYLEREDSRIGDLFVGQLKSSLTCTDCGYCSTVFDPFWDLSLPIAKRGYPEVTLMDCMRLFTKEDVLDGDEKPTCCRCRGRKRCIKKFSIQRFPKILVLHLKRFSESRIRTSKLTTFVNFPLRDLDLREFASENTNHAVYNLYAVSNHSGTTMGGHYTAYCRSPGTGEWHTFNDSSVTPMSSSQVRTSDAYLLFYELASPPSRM
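USP2 core (10nM final) preincubated 30min RT with compound in 20mM Tris-HCl pH 8.0, 2mM CaCl2, 2mM beta-mercaptoethanol, 0.05% CHAPS; 25nM Ub-CHOP2 plus 25nM reporter substrate added, fluorescence (Ex485/Em531) read after 60min.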
Eya2 inh = blocks the phosphatase activity of human Eya2; actives 0.006% (n = 330,000); O00167; Potency, µM (top dose mostly 76.9 µM), for the others: top-dose activity, negative = inhibition, actives largely listed as inhibitors; AID 488837; recombinant Eya2, OMFP fluorescence dephosphorylation (OMFP is methylfluorescein phosphate); note: potency is the fitted concentration of half-maximal effect; % is set by controls: 0 for no effect and ±100 for the full control effect
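Eya2 protein (added as 0.2 uM solution) was preincubated with compound for 10 min at ambient temperature in 50 mM HEPES pH 7.5, 50 mM NaCl, 5 uM MgCl2, 0.05% BSA, 1 mM DTT. OMFP (added at 50 uM) then reacted 10 min; fluorescence read at 485/525 nm.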
Mito fusion yeast = mitochondrial division inhibition or fusion activation; S. cerevisiae fusion-defective mutant growth rescue, CellTiterGlo 48 h; Potency, µM (top dose mostly 46.1 µM), inactives show at the top dose growth rescue (activation), usual class: activators; actives 0.23% (n = 320,000);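 note: potency is the fitted concentration of half-maximal effect; % of control where 0% means no effect; nearly all actives have a fitted effect of over 45% in size; temperature-sensitive fusion mutants such as fzo1-1 at 37 °C on non-fermentable ethanol glycerol medium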
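Read-out: ATP-based luminescence (CellTiterGlo, 10 min ambient) reporting growth of fusion-defective ts yeast after 48 hours at 37C on glycerol/ethanol YPEG medium in the presence of compound.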
* hit, by the source's call; ? = inconclusive; · = no result given; [ ] = dose if it differs, or a comment. Unless noted, calls come from the whole dose curve; as a rule, active = well fitted curve in the direction sought with a large enough effect; inconclusive = small, poorly fitted or top-dose-only effect, or another doubt; inactive = no such curve, though single readings can be large; an effect the other way counts as inactive or inconclusive.

Values run as follows: TCR act | USP2a inh | Eya2 inh | KCNH2 3.1 inh | TSHR antag | TRPV1 ag | ELG1 DNA repair | AT treatment | hERG WT inh | Mito fusion yeast
> O=C1NCCCC1C(=O)NCCNC(=O)C(F)(F)F (centres undefined)
 : 5% | 2% | -8% | 17 | -4 | -2 | 9% | -4% | -21 | -1%
> CCOC(=O)CCCNC(=O)COC(=O)/C=C/c1ccc2c(c1)OCO2
 : -8% | -6% | -2% | 2 | 0 | -6 | -8% | 3% | 2 | 0%
> Cn1c(SCC(=O)NNC(=O)c2ccc(Br)cc2)nnc1-c1cccnc1
 : -5% | 1% | -6% | 0 | -2 | 4 | 11% | -2% | · | -3%
> CCOC(=O)c1sc(NC(=O)c2c(C)nn(Cc3ccccc3)c2C)cc1C
 : -2% | -8% | -24% | -3 | 6 | 22 | ? | -2% | -6 | ?
> Cc1ccc(NC(=O)COC(=O)Cc2cccs2)cc1S(=O)(=O)N1CCOCC1
 : 6% | 4% | 2% | -21 | 9 | 15 | 11% | -10% | 8 | -2%
> Cc1[nH]n(-c2ccccc2)c(=O)c1N=Nc1ccc(F)cc1
 : -2% | 3% | 0% | -79* | -3 | -2 | ? | -25% | 30 | 0%
> CCC(=O)N(Cc1ccc2c(c1)OCO2)Cc1cc2cc(OC)ccc2[nH]c1=O
 : -3% | 0% | 7% | 31 | 8 | 8 | ? | -7% | -7 | 14%
> O=C(OCC(=O)N1CCc2ccccc21)[C@@H]1CC(O)CN1S(=O)(=O)c1ccc(Cl)cc1 (some centres undefined)
 : 0% | 2% | -1% | 19 | · | · | -3% | -2% | 11 | ·
> CCCC12CN3CC(C)(CN(C1)C3c1cccs1)C2=O (centres undefined)
 : 4% | -2% | 0% | 0 | -6 | -1 | 1% | 3% | -1 | -2%
> O=C(Cc1ccc2c(c1)OCCO2)Nc1ccc(Cl)c(S(=O)(=O)N2CCOCC2)c1
 : 18% | 2% | -6% | 5 | -16 | 21 | ? | 7% | -2 | -2%
> C/C(=N\NC(=O)C(=O)Nc1cccc(C(F)(F)F)c1)c1ccc(Cl)s1
 : 5% | 0% | -12% | -8 | -2 | 3 | 0% | 2% | 3 | -1%
> CN(C(=S)NC(=O)C1CC1)c1ccc(O)cc1
 : -3% | -2% | ? | 9 | -4 | -3 | 28% | 0% | 3 | -4%
> Cc1ccc(S(N)(=O)=O)cc1NC(=O)c1ccc2c3c(cccc13)CC2
 : · | 1% | -2% | -5 | -27 | 11 | 7% | 0% | 0 | 3%
> C=CCc1cccc2cc(C(=O)NC3=C(C#N)CCC3)c(=O)oc12
 : 0% | 0% | 2% | 2 | -9 | 4 | 1% | -2% | -3 | 4%
> Cc1nn(CC(=O)Nc2c(F)c(F)cc(F)c2F)c(=O)c2cccn12
 : -4% | 0% | -8% | 8 | 7 | 0 | 13% | 6% | 3 | 10%

Continued.
Values run as follows: TCR act | USP2a inh | Eya2 inh | KCNH2 3.1 inh | TSHR antag | TRPV1 ag | ELG1 DNA repair | AT treatment | hERG WT inh | Mito fusion yeast
> O=C(CC(Sc1ccccc1)c1cccs1)c1ccco1 (centres undefined)
 : · | 0% | 15% | 8 | -15 | 22 | -7% | -5% | -10 | 3%
> COc1ccc(C2=NOC(C(=O)Nc3cccnc3)C2)cc1OC (centres undefined)
 : 0% | -1% | 10% | 12 | 8 | 3 | -1% | -32% | -5 | -5%
> COc1ccc(C(=O)Nc2ncccc2C)cc1S(=O)(=O)N1CCOCC1
 : -2% | 1% | 1% | -3 | 5 | -10 | 29% | 5% | -7 | -2%
> CCCCCCN(C(=O)CCCCCN1C(=O)NC(c2ccc(C3CCCCC3)cc2)C(C(=O)OCc2ccccc2)=C1C)C(C(=O)NCCCC)c1ccc(OCC(=O)OC)c(C(=O)OC)c1 (centres undefined)
 : · | 2% | -12% | · | -1 | 0 | -18% | -13% | · | -8%
> CCCCNC(=O)O[C@@H]1C[C@H]2CCC(=O)N3CC[C@@H](C1)[C@@H]23
 : 8% | 1% | 6% | -10 | 1 | 3 | 8% | 3% | 9 | -1%
> Cc1ccc(NC(=O)CSc2ccccc2)cc1S(=O)(=O)N1CCCCC1
 : 4% | 3% | 8% | -4 | -29 | 24 | -8% | 4% | -1 | 25%
> Cc1ccc(N(CC(=O)Nc2ccc(-c3nc4ccc(C)cc4s3)cc2)S(C)(=O)=O)cc1
 : 5% | 4% | 12% | -6 | 13 | -1 | ? | -5% | -1 | 2%
> Cc1c(C(=O)NCc2cccs2)oc2ccc(Br)cc12
 : -10% | 2% | -3% | 7 | -15 | 22 | ? | 3% | -4 | 0%
> O=C1c2ccccc2C(=O)N1CN(C(=O)COc1ccccc1)c1ccccc1
 : -6% | -8% | -21% | 5 | 25 | 2 | 1% | 0% | -7 | 3%
> CC(=O)Nc1ccc(S(=O)(=O)N2CCN(Cc3cccc([N+](=O)[O-])c3)CC2)cc1
 : 18% | -4% | 4% | 11 | 0 | 1 | ? | 0% | -4 | 2%
> Nc1nc(SCc2ccccc2)n[nH]1
 : 9% | 1% | 2% | 40 | -1 | 1 | ? | 3% | -4 | 5%
> CC(=O)Nc1ccc(S(=O)(=O)NCc2ccc(C(=O)NCCCN3CCC(C)CC3)cc2)cc1
 : -2% | 3% | -2% | 0 | 1 | 0 | ? | -2% | 3 | -5%
> COc1ccc(C)cc1NC(=O)COC(=O)C1COc2ccccc2O1 (centres undefined)
 : -2% | 4% | 9% | -10 | · | · | 0% | 2% | -9 | ·
> Cc1cc(C)n(-c2ccc(C(=O)Nc3nnc(C)s3)cc2)n1
 : 4% | 2% | -5% | -2 | 1 | -4 | ? | 0% | 6 | 8%
> COc1cccc(/C=C/C(=O)OCC(=O)Nc2ccc3[nH]c(=O)[nH]c3c2)c1OC
 : -2% | -1% | 6% | 9 | 1 | 15 | ? | -4% | 2 | 0%

Further entries
Values run as follows: TCR act | USP2a inh | Eya2 inh | KCNH2 3.1 inh | TSHR antag | TRPV1 ag | ELG1 DNA repair | AT treatment | hERG WT inh | Mito fusion yeast
> CC(C)(C)OC(=O)N1CCC(C(N)=O)CC1
 : 2%[46.1 µM] | 1% | 1% | 5 | -6 | 3 | 3% | 23% | 1 | -9%
> COc1ccc(OC)c(S(=O)(=O)N2c3ccccc3CC2C)c1 (centres undefined)
 : 5% | -1% | 6% | -7 | 9 | 12 | -7% | 4% | -2 | 0%
> O=C(CSC1=NC(=O)C(c2ccccc2)C(=O)N1)Nc1ccccc1[N+](=O)[O-] (centres undefined)
 : 0% | 6% | 4% | 1 | 9 | 1 | 3% | -1% | -5 | -2%
> CCCCN(CC)c1nc(-c2ccncc2)nc2ccccc12
 : 6% | -18% | -11% | -23 | 32 | 2 | 23µM* | 3% | 11 | 18µM*
> COc1ccccc1N(CC(N)=O)S(=O)(=O)c1ccc(C)cc1
 : 4% | 4% | 14% | -1 | 5 | 2 | 10% | -4% | -11 | 0%
> Oc1c(Br)cc(Br)cc1CNc1ccccn1
 : -7% | -4% | 0% | 8 | 4 | -4 | ? | 0% | 2 | 5%
> COc1ccc(CNC(=O)CCNS(=O)(=O)c2ccc3c(c2)oc(=O)n3C)cc1
 : -3% | 5% | -1% | 3 | 12 | 3 | 17% | -1% | -1 | -2%
> O=C(Cn1nnc(-c2ccc3c(c2)OCO3)n1)Nc1ccccc1C(=O)O
 : 2% | 2% | 2% | -15 | -10 | -2 | ? | -2% | 14 | 1%
> Cn1nc(-c2ccc(Cl)cc2)c2cc(C(=O)N3CCOCC3)sc21
 : 1% | 0% | -4% | -3 | -4 | ? | -29% | 6% | 0 | 5%
> COc1cc(/C=N\NC(=O)Cn2nnc3ccccc32)cc(OC)c1OC
 : -7% | -2% | -2% | -13 | -6 | 0 | ? | -2% | 1 | -4%
> CCOc1ccc(NCc2cccn2-c2nnc(N3CCC(C(=O)NCCCN4CCCCC4)CC3)s2)cc1
 : 6% | 2% | 11% | -17 | -4 | 1 | -5% | 20% | 13 | 2%
> O=C(CN1C(=O)COc2ccc(S(=O)(=O)N3CCCCC3)cc21)NCc1ccc(F)cc1
 : -6% | 2% | -5% | 8 | 0 | 8 | 9% | 4% | -29 | -9%
> O=[N+]([O-])c1ccc(/C=C/c2ccc3cccc([N+](=O)[O-])c3n2)cc1
 : -4%[46.1 µM] | -1% | 5% | 11 | -16 | -8 | 10% | 13% | 1 | 0%
> COc1cc(NC(=S)NCCc2ccccc2)c(OC)cc1NC(=O)CC(C)C
 : 3% | 4% | 6% | -4 | 3 | -6 | -29% | 2% | -4 | -1%
> Cc1cccc(N2CCCC2=Nc2ccc(Br)cc2C#N)c1
 : -2% | -1% | -27% | 1 | -1 | 15 | -7% | 4% | -35 | 2%
> COc1cc(C(=O)OCC(=O)Nc2ccc(OC(F)F)cc2)cc(OC)c1OC
 : -2% | -1% | 5% | -8 | -5 | 5 | 0% | 4% | 17 | -6%

Compound activity deposited in PubChem by National Center for Advancing Translational Sciences (NCATS).

The list is partial; the hit share may differ from the screen's.
